Compound activity as filed in PubChem BioAssay.
PTHR1 agonist: activates the human parathyroid hormone receptor PTHR1; HEK293 GP2 PTHR1 cells, GloSensor cAMP luminescence, 1 h; Potency, µM (highest dose often 115 µM), without a hit: at the highest dose activation, actives largely listed as activators; 410,000 compounds, 0.075% hits; AID 743266; also: nearly all actives have a fitted effect of over 55% in size; some results filed as inactive show a strong effect at the top dose; inactives centre near -15; many of its hits are not listed in these tables
Target sequence (Q03431 whole entry, looked up): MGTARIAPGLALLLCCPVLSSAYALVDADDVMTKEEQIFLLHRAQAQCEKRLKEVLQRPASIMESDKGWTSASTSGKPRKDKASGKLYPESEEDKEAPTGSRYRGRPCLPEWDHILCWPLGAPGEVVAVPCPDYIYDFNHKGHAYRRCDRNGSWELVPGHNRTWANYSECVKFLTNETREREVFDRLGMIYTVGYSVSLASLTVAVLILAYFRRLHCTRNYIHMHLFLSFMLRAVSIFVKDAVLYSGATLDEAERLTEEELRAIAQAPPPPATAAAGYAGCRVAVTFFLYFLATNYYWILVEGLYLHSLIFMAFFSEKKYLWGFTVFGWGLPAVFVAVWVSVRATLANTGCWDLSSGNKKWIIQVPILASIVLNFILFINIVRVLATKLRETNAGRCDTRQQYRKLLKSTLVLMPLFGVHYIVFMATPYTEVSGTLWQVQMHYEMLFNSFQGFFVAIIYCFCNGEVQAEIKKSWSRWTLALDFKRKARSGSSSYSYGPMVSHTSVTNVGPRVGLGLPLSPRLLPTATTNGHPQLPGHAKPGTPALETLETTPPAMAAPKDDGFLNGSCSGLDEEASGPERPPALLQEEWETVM
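HEK-293-derived GP2 cells expressing PTHR1 and a GloSensor cAMP reporter, 3,000/well, plated overnight, given luciferin plus IBMX (each 0.5 mM as added) for 1 h at 37 °C, then compound for 1 h at 37 °C. Luminescence was read after 15 min at room temperature.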
aSyn rescue: rescues yeast growth from alpha-synuclein toxicity; Yeast expressing alpha-synuclein, growth rescue, BacTiter-Glo, 24 h; 370,000 compounds, 0.14% hits; Potency, µM (highest dose often 46.1 µM), for inactives: top-dose growth rescue (activation), hits mostly activators; also: % of control where 0% means no effect; nearly all actives have a fitted effect of over 65% in size
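Rescue of yeast growth: cells expressing toxic alpha-synuclein, induced in galactose at OD600 0.02, incubated with compound 24 h at 30 C. ATP luminescence quantified growth; inhibitors of toxicity appear as activators.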
EPAC2 antagonist: blocks human EPAC2 exchange factor; Q8WZA2; EPAC2 GEF exchange of Rap1B-BODIPY-GDP, fluorescence; Potency, µM (highest dose often 114 µM), for inactives: at the top dose activity, negative = inhibition, most hits filed as inhibitors; 360,000 compounds, 0.18% hits; AID 720708; also: % is scaled to controls: 0 for no effect and ±100 for the full control effect; nearly all actives have a fitted effect of over 45% in size; many of its hits are not listed in these tables
EPAC2 agonist: EPAC2 (human) agonism. Q8WZA2. EPAC2 activation, biochemical qHTS; response scale: 100% = 6.5 mM cAMP response. Potency, µM (doses to about 154 µM), for inactives: at the top dose activation, most hits filed as activators. 360,000 compounds, 0.079% hits. AID 720711; also: nearly all actives have a fitted effect of over 50% in size
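Readout is BODIPY fluorescence (480 nm excitation, 540 nm emission), which falls as labeled GDP is exchanged off Rap1B. EPAC2 at 100 nM acted on 250 nM RAP1B-BODIPY-GDP with 50 uM GDP present.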
EPAC1 ag: activates human EPAC1 exchange factor; O95398; EPAC1 agonist qHTS, biochemical assay; response scale: 100% = response to 6.5 mM cAMP; Potency, µM (top dose mostly 154 µM), without a hit: at the top dose activation, actives largely listed as activators; 360,000 compounds, 0.073% hits; AID 720707; also: nearly all actives have a fitted effect of over 60% in size
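Normalized to 6.5 mM cAMP, activity reflects EPAC1-catalysed release of BODIPY-GDP from Rap1B, followed kinetically over 30 min at 480 nm excitation, 540 nm emission. Reaction contained 100 nM EPAC1, 250 nM Rap1B-BODIPY-GDP, 50 uM GDP.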
FUS suppressor: FUS proteinopathy suppression in yeast | Potency, µM (highest dose often 76.6 µM), inactives show at the highest dose growth rescue (activation), usual class: activators | S. cerevisiae FUS-expressing, growth rescue, OD600, 24 h | 390,000 compounds, 0.24% hits;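 also: plate controls were DMSO vehicle for no effect and reference control for full effect; nearly all actives have a fitted effect of over 55% in size; some results filed as inactive show a strong effect at the top dose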
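Yeast FUS proteinopathy model; galactose-induced FUS (2%), starting OD 0.005. Cpds in dilution series, 24hr, 30C, 99% humidity. Abs 600 nm growth. Pos ctrl CP55940 (top 92uM final); neg ctrl DMSO.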
TDP43 rescue: TDP-43 toxicity inhibition in yeast; 410,000 compounds, 1.8% hits; AID 652104; Potency, µM (highest dose often 46.1 µM), without a hit: at the top dose growth rescue (activation), most hits filed as activators; TDP-43 expressing yeast growth rescue, BacTiter-Glo, 24 h; also: % of control where 0% means no effect; nearly all actives have a fitted effect of over 50% in size
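Yeast cells expressing TDP-43 under galactose induction are exposed to compounds for 24 hr at 30 deg C. BacTiter-Glo luminescence measures growth, so protective compounds score as activators.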
EPAC1 antagonist: antagonists of human EPAC1; EPAC1 GEF assay, Rap1b-BODIPY-GDP exchange fluorescence; AID 720709; Potency, µM (titrated, usually from 115 µM), inactives show top-dose activity change, negative = inhibition, actives largely listed as inhibitors; 360,000 compounds, 0.14% hits;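 also: plate controls were vehicle for no effect and positive control for full effect; nearly all actives have a fitted effect of over 50% in size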
* hit, by the source's call; i = inactive; ? = inconclusive; · = not tested or not shown; [ ] = dose if it differs, or a comment. Calls follow the shape of the dose curve; as a rule, active = well fitted curve in the direction sought with a large enough effect; inconclusive = small, poorly fitted or top-dose-only effect, or another doubt; inactive = no such curve, though single readings can be large; an effect the other way counts as inactive or inconclusive. Potency is read from the fitted curve at half-maximal effect. Not all compounds are listed (hit frequency here may not be typical).

SMILES	PTHR1 agonist	aSyn rescue	EPAC2 antagonist	EPAC2 agonist	EPAC1 ag	FUS suppressor	TDP43 rescue	EPAC1 antagonist
CCOc1ccccc1NS(=O)(=O)c1cccc2nsnc12	-12%[57.5 µM]	2%	-1%	6%	12%	1%	26%	5%
CC1=C(C(=O)N2CCN(c3cc(C)ccc3C)CC2)C2(CCCCC2)OC1=O	i	-8%	10%	-2%	-4%	-23%	28%	1%
CCn1c(NC(=O)C(C)C)c(-c2cccs2)c(=O)c2ccccc21	-3%	-2%	0%	4%	10%	9%	-22%	0%
CCN(CC(=O)NCc1ccc(Cl)cc1)C(=O)CSCC(=O)Nc1ccc(C)cc1	i	-1%	-6%	-8%	-20%	?	5%	-24%
CCCCc1n[nH]c2c1/C(=N/O)CC(c1ccccc1)C2 (centres undefined)	-11%[57.5 µM]	-3%	-6%	0%	-6%	28%	13%	6%
CCOC(=O)/C(C#N)=N\Nc1ccc(S(=O)(=O)Nc2nc(C)cc(C)n2)cc1	-37%[inhibitor]	1%	4%	3%	-1%	-4%	-17%	11%
O=C(Cn1nc(Cc2cccnc2)c2ccccc2c1=O)NCc1ccc2c(c1)OCO2	i	-1%	3%	1%	-4%	-17%	5%	-5%
CC(=O)Cc1nsc(NC(=O)c2ccccc2)n1	-2%[57.5 µM]	-12%	2%	14%	1%	?	-2%	9%
COc1ccc(-c2ccc(SCC(=O)NCC3CCCO3)nn2)cc1OC (centres undefined)	-10%	1%	4%	0%	-6%	6%	-1%	5%
CCOC(=O)c1c(C)[nH]c(C)c1C(=O)COC(=O)c1ccc(S(=O)(=O)C(F)F)cc1	-2%	-3%	-11%	11%	-4%	13%	4%	-25%
CCc1onc(C)c1C(=O)O	i	-2%	20%	2%	-4%	24%	-16%	4%
CCO[C@H]1OC(C(=O)NC2CC2)=C[C@@H](c2ccc(C(F)(F)F)cc2)[C@@H]1CCCO	-1%	-3%	2%	-1%	-3%	8%	16%	-3%
Cc1ccc(NC(=O)CC(=O)c2ccccc2)cc1C	-14%	0%	-9%	7%	5%	14%	-4%	-14%
CC(OC(=O)Cc1ccccc1F)C(=O)Nc1ccc(Cl)cn1 (centres undefined)	-3%	5%	-5%	-2%	2%	-10%	-5%	5%
CN(c1ccc(OCC(=O)OCC(=O)Nc2c(F)c(F)c(F)c(F)c2F)cc1)S(=O)(=O)c1ccc(F)cc1	i	1%	-3%	8%	-13%	?	4%	-16%
COc1cc(OC)c(OC)cc1CNCCNC(=O)c1ccco1	i	-10%	4%	13%	5%	5%	-11%	-15%
CSc1nc(O)c(C(c2ccc(O)cc2)c2c(O)nc(SC)[nH]c2=O)c(=O)[nH]1	-40%[inhibitor]	-8%	10%	14%	8%	-13%	17%	2%
CCOCCCNC(=O)c1ccc(CS(=O)(=O)Cc2cccc(C)c2)o1	-13%[57.5 µM]	-7%	-1%	4%	5%	-3%	-20%	2%
Cc1cc2c(Nc3ccc(C(=O)O)cc3)ncnc2s1	-45%[inhibitor]	-3%	-2%	6%	-2%	-17%	0%	-13%
CN1CCN(/C(=N\S(=O)(=O)c2ccc(F)cc2)c2ccccc2)CC1	i	-7%	5%	6%	-2%	-28%	4%	-24%
CN(CC(=O)Nc1ccc(F)cc1)CC(=O)N1CCc2ccccc21	-5%	5%	-3%	1%	-1%	-4%	-4%	-3%
O=C(Oc1ccc(C(=S)N2CCOCC2)cc1Br)c1cc(Cl)ccc1Cl	i	17%	17%	1%	0%	?	13%	13%
O=C(Nc1cccc(-n2cnnn2)c1)c1cccs1	-3%	1%	3%	10%	1%	-21%	15%	-3%
CC(C)=CC(=O)OCC(=O)Nc1ncc(Cl)c(C)c1Cl	i	1%	0%	4%	-3%	-6%	-1%	4%
COc1cccc(-n2c(=S)sc3c(=O)n(-c4ccccc4OC)c(=S)[nH]c32)c1	-22%	0%	-1%	4%	9%	22%	-2%	-4%
SMILES	PTHR1 agonist	aSyn rescue	EPAC2 antagonist	EPAC2 agonist	EPAC1 ag	FUS suppressor	TDP43 rescue	EPAC1 antagonist
Cc1ccc(C2(COC(=O)C(C)C)CO2)c(OC(=O)C(C)C)c1 (centres undefined)	-16%	-4%	4%	0%	-20%	0%	2%	6%
Cc1ccc(CN2CCCN(C)CC2)c(C)c1	i	10%	-4%	8%	5%	-2%	20%	1%
CC(C)C(=O)NS(=O)(=O)c1ccc(NS(C)(=O)=O)cc1	i	6%	3%	11%	8%	-15%	5%	12%
CCC(=O)Nc1cccc(NC(=O)c2ccc(Br)cc2)c1	i	-1%	0%	-9%	1%	20%	-3%	?
Cc1ncc([N+](=O)[O-])n1CCOC(=O)NC(Nc1ccc(F)cc1)C(Cl)(Cl)Cl (centres undefined)	i	-1%	-1%	1%	11%	3%	-10%	-7%
O=C(NCC1CCCO1)c1cccc(S(=O)(=O)Nc2ccccc2Cl)c1 (centres undefined)	i	2%	6%	8%	15%	-45%	19%	-12%
CC(C)(C)C1CCc2c(C(=O)NNC(=O)CCC(=O)O)csc2C1 (centres undefined)	i	-1%	0%	-4%	0%	7%	-9%	1%
Cc1ccc(NC(=O)CCS(=O)(=O)c2ccc3c(c2)NC(=O)C(C)S3)cc1Cl (centres undefined)	i	-3%	2%	-2%	-6%	14%	5%	6%
O=C(COC(=O)c1c2c(nc3ccccc13)CCCCC2)c1ccc(Cl)s1	-14%	-20%	-15%	16%	9%	37%	?	-21%
CC(C)(C)NS(=O)(=O)c1ccc(NC(=O)NC2CCCCC2)cc1	i	-2%	-2%	2%	8%	32%	-17%	-1%
COc1ccc(NC(=O)CN(c2ccc(OC)c(Cl)c2)S(=O)(=O)c2ccccc2)c(OC)c1	-24%	7%	1%	1%	-6%	?	18%	0%
CCOC(=O)C(C)Sc1nnc(Cn2c(=O)sc3ccccc32)n1-c1ccccc1 (centres undefined)	15%	8%	0%	11%	-7%	10%	-6%	-24%
CC(=O)Nc1ccc(NC(=O)CN(c2ccccc2Cl)S(C)(=O)=O)cc1	-37%[inhibitor][57.5 µM]	-1%	0%	5%	-2%	8%	0%	0%
COc1ccc(-c2cc(-c3nnc(COC(=O)CC4CC5CCC4C5)o3)c3ccccc3n2)cc1OC (centres undefined)	i	6%	-17%	-4%	-7%	·	-24%	?
CCCCOc1ccc(/C=N/NC(=O)C2CCCNC2=O)cc1 (centres undefined)	i	3%	-1%	-6%	-7%	-8%	0%	12%
N#Cc1c2n(c3c(=O)n(CC(=O)c4ccc(Br)cc4)cnc13)CCCC2	i	9%	-2%	4%	10%	-29%	-7%	-8%
COc1ccc(-c2csc3nc(C)nc(N4CCCCC4)c23)cc1OC	-9%	3%	28µM*	8%	-1%	12%	6%	-4%
CCOc1ccc(S(=O)(=O)N(C)CC(=O)NC2CCCC2)cc1	-5%	-2%	4%	2%	-9%	·	9%	6%
COc1cc(C2C(C#N)=C(N)N(Nc3ccccc3)C3=C2C(=O)CC(C)(C)C3)ccc1OCc1ccccc1 (centres undefined)	-18%[57.5 µM]	-3%	-7%	5%	13%	41%	-4%	-9%
CC(=O)c1cc(F)c(N2CCN(C(=O)C(C)(C)C)CC2)cc1C	i	-4%	2%	5%	-6%	11%	5%	-6%
COC(=O)C1CCN(C(=O)c2ccc3nccnc3c2)CC1	-14%	-2%	8%	4%	-20%	-4%	-1%	-23%
Cc1cc(C)cc(N(C)S(=O)(=O)c2nnc(NC(=O)C(C)C)s2)c1	-38%[inhibitor]	0%	6%	3%	-8%	17%	?	5%
COc1cc(/C=N/NC(=O)C(=O)/C=C2\NC3(CCCC3)Cc3ccccc32)ccc1O	-7%	17%	2%	-7%	-9%	?	?	-1%
CCCNC(=O)NCc1ccc(N2CCCC2=O)cc1	i	-14%	12%	4%	2%	0%	-5%	3%
CC(C)Cn1c(=O)c(-[n+]2ccccc2)c([O-])c2ccccc21	i	0%	1%	3%	-3%	-10%	-18%[0.397 µM]	9%

Reprinted from the part before: 3 entries; new compounds follow.
SMILES	PTHR1 agonist	aSyn rescue	EPAC2 antagonist	EPAC2 agonist	EPAC1 ag	FUS suppressor	TDP43 rescue	EPAC1 antagonist
COc1cc(/C=N/NC(=O)C(=O)/C=C2\NC3(CCCC3)Cc3ccccc32)ccc1O	-7%	17%	2%	-7%	-9%	?	?	-1%
CCCNC(=O)NCc1ccc(N2CCCC2=O)cc1	i	-14%	12%	4%	2%	0%	-5%	3%
CC(C)Cn1c(=O)c(-[n+]2ccccc2)c([O-])c2ccccc21	i	0%	1%	3%	-3%	-10%	-18%[0.397 µM]	9%
Cc1ccc(C)n1-n1cnc2sc(-c3ccccc3)cc2c1=O	i	12%	6%	18%	12%	37%	24%	5%
COc1ccc(C2(C(F)(F)F)NC(=O)N(C)C(=O)N2C)cc1 (centres undefined)	i	2%	-1%	-2%	-4%	2%	-9%	0%
COc1cn(-c2ccccc2)nc1C(=O)NCc1ccc(C)cc1	i	-2%	-12%	3%	2%	25%	?	-29%
Cc1cc(C)nc(N/N=C2/CCCC/C2=C\c2ccccc2)n1	-30%	-2%	2%	-5%	-5%	9%	2%	2%
CCOC(=O)N(C)c1c(CC)nc2c(OCc3ccc(C(F)(F)F)cc3)cccn12	-41%[inhibitor]	0%	35µM*	-4%	-14%	3%	0%	?
CN(C)S(=O)(=O)N(CCN1CCOCC1)Cc1ccccc1F	-12%	1%	-3%	-4%	2%	-2%	9%	-2%
CC(C)Cc1ccc(CN2C(C(C)C)C(=O)N(Cc3cn(CCC4OCCO4)nn3)CCS2(=O)=O)cc1 (centres undefined)	-17%	8%	?	-10%	-14%	?	11µM*	-5%
Cc1ccc(-c2nnn(CC(=O)N(c3ccccc3F)C(C(=O)NCC3CCCO3)c3c[nH]c4ccccc34)n2)cc1 (centres undefined)	i	9%	-12%	12%	9%	?	-2%	-21%
CN1CCC(NC(=O)c2cccc(Oc3ccccc3)c2)CC1	i	4%	-6%	5%	6%	-21%	-16%	14%
COc1ccc(OC)c(NC(=O)COC(=O)CCCN=C2NS(=O)(=O)c3ccccc32)c1	i	-2%	?	4%	7%	19%	-15%	-22%
O=C(CN(c1ccc2c(c1)OCCO2)S(=O)(=O)c1ccccc1)Nc1ccc2c(c1)OCO2	i	-9%	6%	-5%	12%	12%	-9%	-1%
